# N370S GC – qHTS Assay for Inhibitors and Activators of N370S glucocerebrosidase as a Potential Chaperone Treatment of Gaucher Disease; AID 2101, 2009; Lysosomal acid glucosylceramidase (Homo sapiens), P04062; Potency, µM (series often up to 59.4 µM), without a hit: at the top dose activity change, negative = inhibition, most hits filed as inhibitors; N370S GC spleen homogenate, 4MU-glucoside fluorescence; 330,000 compounds, 0.092% hits;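 note: 0% = full enzyme activity and -100% = no enzyme basal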
# FEN1 inh – qHTS Assay for the Inhibitors of Human Flap endonuclease 1 (FEN1). P39748. Recombinant FEN1 flap cleavage, fluorescence, 15 min. Potency, µM (top dose mostly 114 µM), for inactives: top-dose activity change, negative = inhibition, hits mostly inhibitors. 390,000 compounds, 0.35% hits; note: nearly all actives have a fitted effect of over 65% in size
# Target sequence (P39748 whole entry, looked up): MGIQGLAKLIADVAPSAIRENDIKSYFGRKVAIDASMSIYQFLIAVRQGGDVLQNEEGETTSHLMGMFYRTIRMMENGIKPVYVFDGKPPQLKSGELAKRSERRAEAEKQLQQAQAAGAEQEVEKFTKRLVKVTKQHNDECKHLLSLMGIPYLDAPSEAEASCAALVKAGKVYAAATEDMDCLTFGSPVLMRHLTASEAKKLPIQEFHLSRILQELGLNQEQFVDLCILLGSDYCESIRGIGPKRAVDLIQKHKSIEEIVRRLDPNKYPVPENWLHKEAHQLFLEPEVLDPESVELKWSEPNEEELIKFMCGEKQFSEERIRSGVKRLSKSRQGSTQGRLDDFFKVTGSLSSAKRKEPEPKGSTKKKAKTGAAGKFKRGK
#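 Quantitative HTS format: each compound was titrated, incubated with 10 nM nuclease for 15 min at room temperature, then challenged with flap substrate at 50 nM final. Signal change over 15 min gave concentration–effect curves.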
# KAT2A inh – qHTS Assay for Inhibitors of GCN5L2 | Histone acetyltransferase KAT2A (Homo sapiens), Q92830 | GCN5L2 HAT assay, ThioGlo1 CoA-SH fluorescence | Potency, µM (highest dose often 58.9 µM), for the others: at the top dose activity change, negative = inhibition, most hits filed as inhibitors | 390,000 compounds, 0.21% hits
#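 ThioGlo1-coupled HAT assay: 20nM GCN5L2, 70uM acetyl-CoA, 75uM H3(1-25) peptide, pH 7.5. Fluorescence read at 340/540nm at start and after 20 min at room temperature.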
# Active calls of the source: *; u = inconclusive; x = no result given; & = joins results of further samples. Calls come from the whole dose curve; as a rule, active = well fitted curve in the direction sought with a large enough effect; inconclusive = small, poorly fitted or top-dose-only effect, or another doubt; inactive = no such curve, though single readings can be large; an effect the other way counts as inactive or inconclusive. Unless noted, % is set by controls: 0 for no effect and ±100 for the full control effect; potency is the fitted concentration of half-maximal effect. An unsorted share of the library; 0.54% or so of the library scored in one or more.
# Order of values: N370S GC | FEN1 inh | KAT2A inh
1	C=CCn1c(SCC(=O)Nc2ncc(Cc3cc(Cl)ccc3Cl)s2)nnc1-c1ccncc1
    -29% | -3% | -7%
2	S=c1[nH]nc(-c2ccco2)n1/N=C/C(Cl)=C/c1ccccc1
    15% | -4% | -6%
3	COc1ccc(CCNC(=O)CSc2n[nH]c(C)c2[N+](=O)[O-])cc1OC
    -3% | 1% | -6%
4	Cn1c(N)c(C(=O)COC(=O)c2ccccc2NCc2ccco2)c(=O)n(C)c1=O
    11% | -10% | -13%
5	COc1ccccc1NC(=O)COC(=O)C12CC3CC(CC(Cl)(C3)C1)C2
    18% | -1% | 2%
6	CCOC(=O)c1c(S(=O)(=O)N2CCC(C(=O)NCc3cccc(C)c3)CC2)c(C)n(C)c1C
    x | 4% | 4%
7	CN1CCN(NC(=O)c2c(-c3ccccc3)sc3ccccc23)CC1
    x | 14% | 0%
8	Cc1cc(C)c(C#N)c(SCS(=O)Cc2ccccc2)n1 (stereo not drawn)
    3% | -14% | 2%
9	CCCCNc1nc2ccccc2nc1NS(=O)(=O)c1cccs1
    7% | 3% | -1%
10	CC(=O)c1cccc(N2C(=NC(=O)COc3ccccc3)SC3CS(=O)(=O)CC32)c1 (stereo not drawn)
    27% | -3% | 0%
11	CCc1c(C(=O)c2ccc(Cl)cc2)oc2c(C)c3oc(=O)cc(C)c3cc12
    -7% | 3% | -4%
12	COc1ccc(CN(Cc2nc3ccccc3c(=O)[nH]2)C(=O)C(C)(C)C)cc1
    22% | -8% | -11%
13	CCOC(=O)c1cc(C)sc1NC(=O)c1ccc(Cl)s1
    12% | -2% | -2%
14	O=C(Cc1cccs1)N(c1ccccc1)C1C=CS(=O)(=O)C1 (stereo not drawn)
    8% | -1% | 1%
15	Nc1c2c(nn1-c1ccccc1)CCC2
    -9% | 8% | -1%
16	COC(=O)c1cc(S(=O)(=O)C(C)C)c(S(C)=O)s1 (stereo not drawn)
    -8% | 3% | -4%
17	CCOc1ccc(OCC)c(Nc2cc(C)nc3nc(C)nn23)c1
    11% | 11% | -1%
18	Cc1onc(-c2ccccc2Cl)c1C(=O)NCCN1Cc2ccccc2C1=O
    11% | 0% | -6%
19	O=C(Nc1cccnc1)c1ccc(C(=O)Nc2cccnc2)cc1
    -3% | 4% | -2%
20	CCCc1nn2c(N)c(/C=C3\C=Nc4ccccc43)c(=O)nc2s1
    -18%&6% | -14%&2% | -6%&-7%
21	COc1ccc(OCc2cc(C(=O)NCC3CCCCO3)no2)c(Cl)c1 (stereo not drawn)
    -3% | 1% | -6%
22	O=C(Nc1ccccc1C(=O)N1CCOCC1)C1CCCO1 (stereo not drawn)
    6% | 9% | 2%
23	CC(C)OCCCNC(=O)C(NC(=O)c1ccc(Cl)cc1)C(C)C (stereo not drawn)
    -5% | 5% | -1%
24	O=c1cc(NCc2ccccc2)c2ccccc2o1
    -13% | -1% | -2%
25	CC(C)c1ccc(NC(=O)c2ccc3c(c2)CCCN3S(C)(=O)=O)cc1
    x | u | -9%
26	O=C(Cn1cnc2c(nnn2Cc2ccc(F)cc2)c1=O)N1CCCCC1
    4% | -4% | 14%
27	C/C(CCCO)=N/Nc1ccc([N+](=O)[O-])cc1[N+](=O)[O-]
    -5% | -14% | -14%
28	CN(C)c1cccc(C(=O)N2CCCC(C(=O)c3cc(F)ccc3F)C2)c1 (stereo not drawn)
    2% | -1% | 1%
29	Cc1noc(C)c1CSCc1ccc(Cl)cc1
    0% | 2% | u
30	O=C(NCC1CCCCC1)c1ccc(Br)o1
    -2% | 0% | -20%
31	CCOC(=O)N1CCN(C(=O)c2cn(-c3ccc(C)c(C)c3)c(=O)c3ccccc23)CC1
    -9% | -7% | 4%
32	CN(CCO)c1c2c(nc3cc(-c4cccc(F)c4)nn13)CCCC2
    4% | -11% | -11%
33	CC1CCN(c2ccc3c(c2)S(=O)(=O)c2cccc(C(=O)NC4CC4)c2C3=O)CC1
    x | -3% | -11%
34	Cc1nc(C)c(C(=O)NCc2ccccc2Cl)o1
    -1% | -18% | -1%
35	COc1cc(CCC(=O)OCC(=O)Nc2cccc(S(=O)(=O)N(C)C)c2)cc(OC)c1OC
    2% | -4% | 0%
36	COc1ccc(/C=N/NC(=O)c2ccc(NC(C)=O)cc2)cc1COc1ccc(F)cc1F
    21% | u | -5%
37	Cc1nc(C(=O)NC2CCOCC2)sc1C1(C)CC(c2ccccc2)=NO1 (stereo not drawn)
    4% | -20% | -4%
38	Cc1cccc(NC(=O)c2ccccc2NC(=O)c2ccccc2)n1
    -6% | 9% | -5%
39	Cc1ccc(C(=O)N2CCC3(CC2)Oc2ccc(Cl)cc2C(=O)C32CC(c3ccccc3)=NO2)s1 (stereo not drawn)
    -5% | 16% | 1%
40	Cc1ccc2[nH]c3c(=O)n(CC(=O)N4CCCCC4)ncc3c2c1
    x | 18% | -3%
41	Cc1c(C(=O)OC(C)C)sc(NC(=O)C2c3ccccc3Oc3ccccc32)c1C(=O)OC(C)C
    x | -11% | -19%
42	CC(=O)Nc1ccc(NC(=O)C(C)Sc2nnc(-c3ccc4c(c3)OCO4)o2)cc1 (stereo not drawn)
    x | -16% | 2%
43	Cc1csc(SCC(=O)Nc2sccc2C#N)n1
    -3% | 13% | u
44	CC(C)CC(c1nnnn1Cc1ccccc1)N1CCN(C(=O)c2ccco2)CC1 (stereo not drawn)
    3% | -3% | -14%
45	CC(NC(=O)CN1C(=O)c2cccnc2Oc2ccc(Cl)cc21)c1ccccc1 (stereo not drawn)
    x | -3% | -7%
46	CCOc1ccccc1NC(=O)Cn1c(=O)n(Cc2ccco2)c(=O)c2ccc(C(=O)NC3CCCC3)cc21
    x | 18% | -5%
47	Cc1ccc(-c2nn(CC(=O)NCCN3CCOCC3)c(=O)c3ccccc23)cc1
    -8% | -17% | -6%
48	CCC(C(=O)N1CCN(c2ccccc2)CC1)n1nc(C)n2c(cc3sccc32)c1=O (stereo not drawn)
    x | -4% | -3%
49	CCOc1ccc(CCNC(=O)CCCn2c(=O)c3cccn3c3cccnc32)cc1OCC
    -20% | -13%&23% | -5%&0%
50	COc1ccc(-c2cc3nc(C4CCN(C(=O)OC(C)(C)C)CC4)c(C(=O)Nc4cc(Cl)cc(Cl)c4)cn3n2)cc1
    x | -9% | 2%
51	CCCCN(Cc1ccccc1)C(=O)C1CCN(S(=O)(=O)c2c(C)noc2C)CC1
    7% | -4% | 3%
52	O=C(COc1ccc(Cl)cc1Br)N1CCN(c2ncccn2)CC1
    2% | -4% | -7%
53	Cc1ccccc1-n1c(SC(C)C(N)=O)nnc1-c1cccnc1 (stereo not drawn)
    6% | -8% | -1%
54	COc1ccc(C(=O)NCCS(=O)(=O)N2CCN(Cc3ccccc3)CC2)cc1
    -3% | 5% | 1%
55	CCC(C)NC(=O)c1ccc(Cl)c(S(=O)(=O)Nc2ccccc2N2CCOCC2)c1 (stereo not drawn)
    x | -10% | -9%
56	CC(NC(=O)CSc1nc(=O)cc(N)n1CCc1ccccc1)c1ccccc1 (stereo not drawn)
    3% | 3% | 6%
57	Nn1c(SCC(=O)Nc2nc3ccccc3s2)nncc1=O
    -19% | -3% | -3%
58	CC(=O)Nc1ccc(C(=O)Nc2nc(-c3cccnc3)cs2)cc1
    -7% | -4% | -9%
59	COc1cccc(-c2c(C(=O)N/N=C(\C)c3ccncc3)nnn2-c2nonc2N)c1
    -6% | 5% | -6%
60	CCCOc1cccc(C2/C(=C(/O)c3ccc4c(c3)CC(C)O4)C(=O)C(=O)N2CCN2CCOCC2)c1 (stereo not drawn)
    0% | -13% | -10%

# Next structures
# Order of values: N370S GC | FEN1 inh | KAT2A inh
61	CCCCNC(=O)CSc1nnc(Cc2ccc(Cl)c(Cl)c2)c(=O)[nH]1
    -4% | 2% | -7%
62	O=C(NCCS(=O)(=O)c1ccc(Br)cc1)c1ccccc1
    -11% | 13% | -26%
63	Cc1ccc(S(=O)(=O)CCCS(=O)(=O)c2ccc(C)cc2)cc1
    21% | -13% | 7%
64	COc1cc([N+](=O)[O-])ccc1NC(=O)C[n+]1cccc(C(C)=O)c1
    -16% | -3% | 0%
65	CN(C)S(=O)(=O)c1cccc(NC(=O)COC(=O)CCC(=O)c2cccs2)c1
    6% | 4% | -14%
66	Cc1onc(-c2ccccc2Cl)c1C(=O)Nc1ccc(-n2nncc2C(C)(C)C)cc1
    -1% | 2% | -15%
67	O=[N+]([O-])c1nn(-c2ccc3c(c2)OCCO3)n(O)c1=NCc1ccccc1Cl
    2% | 6% | -15%
68	NC(=O)C[C@@H]1NC(=O)c2cc([N+](=O)[O-])cc(F)c2NCCCC[C@@H](C(N)=O)NC(=O)[C@H](CO)NC1=O
    23% | x | -11%
69	O=C(COc1ccc2ccccc2c1)Nc1nnc(-c2ccco2)s1
    -8% | 0% | -3%
70	CN(Cc1c(C(=O)N/N=C/c2ccc(F)cc2)nnn1-c1nonc1N)C1CCCCC1
    -6% | 10% | 3%
71	CN(c1ccccc1)S(=O)(=O)c1cccc(C(=O)Nc2ncn[nH]2)c1
    14% | 14% | 2%
72	CCc1cc2cc(C)cc(C)c2[nH]c1=S
    11% | 7% | u
73	O=C(Cn1cnc2c(nnn2Cc2ccc(Cl)cc2)c1=O)NC1CCCC1
    16% | 1% | 2%
74	Cc1ccc(S(=O)(=O)N(CC(O)Cn2c3ccccc3c3ccccc32)c2cccc(C(=O)N(C)C)c2)cc1 (stereo not drawn)
    x | 89µM* | -16%
75	Cc1nc2c3ccccc3nc(NNC(=O)CCC(=O)O)n2n1
    x | 6% | -5%
76	C[C@H](NC(=O)[C@H](Cc1ccccc1)NC(=O)c1cc2cc(Cl)ccc2n1C)C(=O)O
    3% | -3% | -9%
77	CC(=O)Nc1ccc(NC(=O)c2c(C)nn(-c3ccccc3)c2Cl)cc1C
    -1% | 3% | -9%
78	COc1cc(NS(=O)(=O)c2ccc(NC(=O)c3cccc(F)c3)cc2)nc(OC)n1
    x | -14% | 0%
79	COc1ccc(OC)c(NC(=O)c2cccc(NC(=O)c3ccccc3C(=O)O)c2)c1
    -9% | -17% | -5%
80	COc1cc([N+](=O)[O-])ccc1NC(=S)NNC(=O)CCC(=O)Nc1ccccc1Cl
    26% | -3% | -17%
81	COC(=O)c1ccc(CN2C(=O)NC3(CCC(C)CC3)C2=O)cc1 (stereo not drawn)
    -3% | 2% | 0%
82	O=C(Nc1cc(=O)[nH]c2ncnn12)c1ccccc1
    2% | 4% | -8%
83	O=C(c1ccco1)N1CCN(C2CC(=O)N(c3ccc(C(F)(F)F)cc3)C2=O)CC1 (stereo not drawn)
    -7% | -4% | -4%
84	CCc1ccc(NC(=O)NNC(=O)c2ccc3ccccc3c2O)cc1
    u | 1% | -5%
85	CC1CCN(C(=O)CC#N)CC1
    0% | 5% | -2%
86	Fc1ccc(-c2cc3nc(-c4ccccc4)cc(N4CCOCC4)n3n2)cc1
    1% | 0% | 0%
87	COc1ccccc1NS(=O)(=O)c1ccc(NC(=O)c2ccncc2)cc1
    -2% | -2% | -5%
88	CC(C)[C@H](N)c1nnc(SCc2ccc(Cl)cc2)o1
    0% | -16% | -4%
89	O=S(=O)(c1cccs1)N1CCN(c2ncccn2)CC1
    5% | -8% | -4%

# High-throughput results: PubChem BioAssay, National Center for Advancing Translational Sciences (NCATS)
